# High-throughput results: PubChem BioAssay, Sanford-Burnham Center for Chemical Genomics
# SENP7 block: blocks the human protease SENP7; Q9BQF6; recombinant SENP7, Z-RLRGG-aminoluciferin luminescence, 40 min; inhibition, % at 5 µM; actives 1.5% (n = 330,000); AID 434973;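 active means inhibition above about 50% at the single test dose, limit read from the data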;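 further: plate controls were DMSO with enzyme for no effect and no enzyme buffer wells for full effect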
# Target sequence (Q9BQF6 706-1050 limits assumed): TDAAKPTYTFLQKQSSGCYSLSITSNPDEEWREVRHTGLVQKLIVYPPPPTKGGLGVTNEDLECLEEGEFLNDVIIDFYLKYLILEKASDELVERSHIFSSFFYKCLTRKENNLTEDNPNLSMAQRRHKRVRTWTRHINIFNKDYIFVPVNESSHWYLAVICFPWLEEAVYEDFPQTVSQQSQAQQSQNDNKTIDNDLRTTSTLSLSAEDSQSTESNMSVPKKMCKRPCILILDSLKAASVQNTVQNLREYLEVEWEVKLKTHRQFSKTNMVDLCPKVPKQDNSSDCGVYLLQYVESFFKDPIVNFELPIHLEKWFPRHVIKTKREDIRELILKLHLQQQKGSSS
# SENP6 block: inhibitors of human SENP6 protease | inhibition, % at 10 µM | Recombinant SENP6 catalytic domain, aminoluciferin luminescence | AID 2599 | Q9GZR1 | actives 1.8% (n = 330,000);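 active means inhibition above about 50% at the single tested dose, limit read from the data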;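 further: plate controls were DMSO wells with enzyme for no effect and DMSO wells lacking enzyme for full effect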
# NLRP3 yeast inh: blocks the NALP3 inflammasome reconstituted in yeast | Yeast reconstituted NLRP3/ASC/caspase-1, beta-gal luminescence, 24 h | inhibition, % at 10 µM | actives 0.39% (n = 330,000) | AID 2825;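 active means inhibition of 50% or more; inactive means inhibition below 50%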;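 further: plate controls were induced DMSO wells for no effect and uninduced yeast grown without galactose for full effect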
# HKDC1 inh: HKDC1 (human) hexokinase inhibition; Q2TB90; actives 0.16% (n = 340,000); inhibition, % at 20 µM; recombinant HKDC1, G6PDH/diaphorase resazurin coupled fluorescence;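 active means inhibition above about 35% when tested at 20 µM, limit read from the data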;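 further: plate controls were DMSO wells with enzyme for no effect and DMSO wells lacking enzyme for full effect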
#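 Test system: recombinant HKDC1 (HK5) hexokinase enzyme, produced in-house / Doses: 20 µM test compound, 1% DMSO / Timing: 90 min, room temperature / Detection: G6PDH/diaphorase-coupled fluorescence, 1 mM NADP, 100 µM resazurin, 525/613 nm / Control set: DMSO wells with and without enzyme mix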
# Apaf-1 inh: human Apaf-1 inhibition. AID 489030. inhibition, % at 20 µM. actives 0.71% (n = 330,000). O14727. reconstituted apoptosome caspase-3 activity, DEVD-Rh110 fluorescence; active means inhibition of at least 40% at 20 µM;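 further: plate controls were DMSO wells for no effect and DEVD-CHO caspase inhibitor wells for full effect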
#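 Material: cell-free apoptosome with Apaf-1, procaspase-3 and caspase-9; Buffer or medium: Hepes pH 7.5 with detergent and BSA; Reagent: cytochrome c trigger plus (Z-DEVD)2-Rh110 caspase-3 substrate; Times: compound with Apaf-1, dATP, procaspase-3 30 min, then 50 min reaction, room temperature; Technique: Rh110 fluorescence intensity.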
# SENP1 FRET inh: blocks the human SENP1 SUMO protease catalytic domain; Q9P0U3; actives 0.21% (n = 360,000); AID 624204; inhibition, % at 10 µM; recombinant SENP1 catalytic domain, CyPet-SUMO1-YPet FRET cleavage;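 active means inhibition at least 30% at 10 µM, raw YFP signal under a set limit, fluorescence ratio 0.5 to 1.5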;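 further: 0% = enzyme with DMSO and 100% = no enzyme wells; some results filed as inactive read as strong as hits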
# Target sequence (Q9P0U3 419-644 limits assumed): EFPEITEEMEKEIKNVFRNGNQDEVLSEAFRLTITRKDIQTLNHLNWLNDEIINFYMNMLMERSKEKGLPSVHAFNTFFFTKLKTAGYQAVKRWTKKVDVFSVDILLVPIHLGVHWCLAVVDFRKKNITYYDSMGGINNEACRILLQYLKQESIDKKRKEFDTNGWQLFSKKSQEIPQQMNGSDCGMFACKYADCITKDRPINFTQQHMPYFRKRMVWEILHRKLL
#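 Compound: 10 µM single point, 0.5% DMSO; Test system: hSENP1 catalytic domain, recombinant; Timing: 50 min reaction at room temperature; Technique: FRET, CFP and YFP emission; Control set: no-enzyme wells low, DMSO-plus-enzyme wells high control.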
# SENP8 block-1: SENP8 (human) protease inhibition | Q96LD8 | recombinant SENP8, Nedd8 substrate fluorescence | inhibition, % at 20 µM | actives 0.64% (n = 360,000) | AID 602440; in the data active means inhibition mostly above about 40%, no sharp cut-off; inactive means mostly below about 27%
# Target sequence (Q96LD8 whole entry, looked up): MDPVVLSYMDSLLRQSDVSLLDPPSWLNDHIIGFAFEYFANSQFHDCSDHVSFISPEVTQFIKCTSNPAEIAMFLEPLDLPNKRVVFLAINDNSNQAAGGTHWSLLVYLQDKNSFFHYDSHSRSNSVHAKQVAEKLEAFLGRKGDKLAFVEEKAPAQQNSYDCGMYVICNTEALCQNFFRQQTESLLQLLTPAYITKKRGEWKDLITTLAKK
# PfGluPho inh: PfG6PD (Plasmodium falciparum) enzyme inhibition; inhibition, % at 20 µM; PfGluPho enzyme, NADPH resazurin-diaphorase fluorescence; AID 504690; actives 0.78% (n = 350,000);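 active means inhibition reaching at least a set limit at 20 µM in the primary screen, cut at about 59% in these data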;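 further: 0% = DMSO wells with substrate and 100% = DMSO wells lacking glucose-6-phosphate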
# SENP8 block-2: inhibitors of human SENP8 protease | Q96LD8 | purified SENP8, Z-RLRGG-aminoluciferin cleavage, luminescence | inhibition, % at 10 µM | actives 1.2% (n = 330,000) | AID 2540; in the data active means inhibition above about 50%
# * hit, by the source's call; . = no result given.
entry	molecule	SENP7 block	SENP6 block	NLRP3 yeast inh	HKDC1 inh	Apaf-1 inh
1	O=C(NC(=S)Nc1ccc(N2CCOCC2)cc1)c1cncc(Br)c1	-5	-2	12	-6	9
2	Cc1ccc(S(=O)(=O)N(CC(=O)N2CCCC2)C2CCCCC2)cc1	-2	-22	10	10	-16
3	O=C(c1ccc(Cl)c(S(=O)(=O)N2CCOCC2)c1)N1CCN(Cc2ccccc2)CC1	1	-9	2	0	0
4	C=CCSc1nc(N)c(C(=O)Nc2ccccc2)cc1C#N	-10	-4	38	1	12
5	Cc1nnc(SCC(=O)c2c(N)n(C)c(=O)n(C)c2=O)n1Cc1ccccc1	7	-25	17	-1	10
6	O=C(NCc1ccccc1)c1ccc2c(=O)[nH]c3c(C(=O)NCC4CCCO4)sc(=S)n3c2c1 (stereo not given)	-1	31	2	35	5
7	COC(=O)c1cccc(NC(=O)c2cc3sccc3n2C)c1	21	10	7	-3	19
8	Cc1ccc(C(=O)Nc2nnc(S(=O)(=O)Nc3ccccc3C)s2)cc1C	-4	4	15	6	24

entry	SENP1 FRET inh	SENP8 block-1	PfGluPho inh	SENP8 block-2
1	0	3	11	-9
2	1	4	-1	1
3	-1	15	-2	4
4	0	-41	-2	-4
5	2	7	-1	6
6	38*	17	17	13
7	-19	-5	57	-3
8	-5	-158	-57	-5

# Next compounds
entry	molecule	SENP7 block	SENP6 block	NLRP3 yeast inh	HKDC1 inh	Apaf-1 inh
9	O=C(O)CCCCCN1C(=O)/C(=C\c2cn(-c3ccccc3)nc2-c2cccs2)SC1=S	7	-6	18	11	14
10	FC(F)(F)c1ccc(N=Cc2sc(N3CCOCC3)nc2-c2ccccc2)cc1	4	-1	12	-2	-5
11	C=CCC(=O)OCCCCCCOc1ccc(C(=O)O)cc1	-4	-4	40	-2	4
12	O=C(c1ccco1)N1CCN(C(=O)c2ccc(COc3ccc4c(c3)CCC4)o2)CC1	1	-23	19	6	13
13	Cc1ncc(CN2CCCC(C(=O)Nc3ccc(-c4cccc(F)c4)cc3)C2)s1 (stereo not given)	1	1	10	-5	20
14	COc1ccc(N2CCN(C(=O)CCCn3c(=O)[nH]c4cc(Cl)ccc4c3=O)CC2)cc1	7	-3	3	1	18
15	COc1ccc2cc(C3CC(c4ccco4)=NN3C(=O)CCC(=O)O)c(Cl)nc2c1 (stereo not given)	3	-5	15	-8	2
16	CCOC(=O)C1C(=O)C(=O)N(C2CCCCC2)C1C(=O)OCC (stereo not given)	.	.	.	-8	.

entry	SENP1 FRET inh	SENP8 block-1	PfGluPho inh	SENP8 block-2
9	11	22	1	1
10	-1	-399	-21	-2
11	0	3	-28	-10
12	4	37	-10	3
13	1	2	15	-1
14	-1	6	7	1
15	-1	-61	-14	-4
16	-1	2	20	.

# Later entries.
entry	molecule	SENP7 block	SENP6 block	NLRP3 yeast inh	HKDC1 inh	Apaf-1 inh
17	CCCCn1nc(C(=O)Nc2cc(C(F)(F)F)ccc2N2CCOCC2)ccc1=O	11	1	21	-4	21
18	Cc1cccc(C)c1-n1c(C)cc(/C=N\NC(=O)CC(=O)NC2CCCCC2)c1C	-5	-16	-10	-3	22
19	Cc1cccc(S(=O)(=O)Nc2cc(Cl)ccc2N2CCOCC2)c1	1	-7	15	-2	9
20	Cc1noc(NS(=O)(=O)c2ccc(N3Cc4ccccc4C3=O)cc2)c1C	1	-22	0	13	-29
21	O=C(Nc1cccc(O)c1)c1ccc(NC(=O)c2cccs2)cc1	8	1	-9	3	9
22	CCn1cc(S(=O)(=O)N2CCN(Cc3cccc(Cl)c3)CC2)cn1	0	-7	2	-9	9
23	CC(C)CC1(C)N=C(c2ccccc2)C(=S)N1 (stereo not given)	.	.	.	-5	.
24	Cc1cc(Cl)ccc1N=C1N=C(N)c2ccccc21	-2	-4	-12	0	-3

entry	SENP1 FRET inh	SENP8 block-1	PfGluPho inh	SENP8 block-2
17	0	6	10	11
18	2	10	-3	-7
19	2	3	87*	10
20	2	15	-46	-2
21	-41	-6	18	-7
22	-2	3	8	7
23	3	25	0	.
24	1	30	8	-1

# (next part)
entry	molecule	SENP7 block	SENP6 block	NLRP3 yeast inh	HKDC1 inh	Apaf-1 inh
25	Cc1cc(C)n(-c2ccc3nncn3n2)n1	-11	-13	17	-8	4
26	CC1CC(C)CN(CCCNC(=O)CC2Oc3ccccc3NC2=O)C1 (stereo not given)	-3	-4	11	1	0
27	Cc1nnc(SCc2ccc(Cl)c(Cl)c2)s1	5	4	27	-4	-13
28	O=C(NCC(=O)N1CCN(S(=O)(=O)c2ccc3c(c2)OCCO3)CC1)c1ccccc1F	6	-17	5	-4	-8
29	O=S(=O)(c1ccc2c(c1)OCCO2)N1CCC(n2nnc3cc(F)ccc32)CC1	1	-8	22	2	9
30	Brc1ccc(-c2n(-c3ccccn3)c3ccccc3[n+]2-c2ccccn2)cc1	-3	-15	-8	14	-6
31	O=C(NCc1cccs1)C(=O)NCC(c1ccco1)N1CCN(c2ccccc2)CC1 (stereo not given)	-10	-27	20	-3	7
32	C=CCNS(=O)(=O)CC12CCC(CC1=O)C2(C)C (stereo not given)	1	0	7	-3	2

entry	SENP1 FRET inh	SENP8 block-1	PfGluPho inh	SENP8 block-2
25	1	10	2	-3
26	-1	6	-3	-6
27	2	13	0	-3
28	-2	17	-10	4
29	0	12	6	-2
30	-3	-1	-4	-11
31	1	24	13	-5
32	0	16	20	2

# More entries.
entry	molecule	SENP7 block	SENP6 block	NLRP3 yeast inh	HKDC1 inh	Apaf-1 inh
33	CCOc1ccccc1NC(=O)C1CCN(C(=O)c2cccs2)CC1	3	-1	21	3	-2
34	CCn1c(NC2CCCCC2)nc2ccccc21	-6	-25	-14	5	-5
35	CCOC(=O)C1CCCN(c2c(N3CCOCC3)c(=O)c2=O)C1 (stereo not given)	-1	8	8	-6	-2
36	CC(=O)c1ccccc1OCC(O)CN1CCN(C(c2ccccc2)c2ccccc2)CC1 (stereo not given)	-8	-29	22	-3	16
37	Cc1onc(-c2ccccc2)c1C(=O)N1CCCN(C(=O)c2c(-c3ccccc3)noc2C)CC1	0	-9	-15	-4	-8
38	CCOc1ccc(-n2c(SCC(=O)Nc3ccc(OC)cc3)nc3c(c2=O)SCC3)cc1	-7	-24	-9	-4	6
39	O=C(CCC(=O)Nc1cccc([N+](=O)[O-])c1)NCc1ccccc1	-2	-17	9	-5	-5
40	COc1ccc(NS(=O)(=O)c2cccc(C(=O)NNC(=O)CNC(=O)c3ccccc3)c2)cc1	3	-5	9	4	10

entry	SENP1 FRET inh	SENP8 block-1	PfGluPho inh	SENP8 block-2
33	2	12	-5	-1
34	0	20	4	-1
35	5	18	-4	-2
36	2	22	5	-6
37	-2	17	-4	-3
38	2	28	-8	-6
39	0	15	2	-3
40	3	10	-27	2

# Exported bar-delimited: part of the list above
entry | mol | SENP7 block | SENP6 block | NLRP3 yeast inh | HKDC1 inh | Apaf-1 inh | SENP1 FRET inh | SENP8 block-1 | PfGluPho inh | SENP8 block-2
31 | O=C(NCc1cccs1)C(=O)NCC(c1ccco1)N1CCN(c2ccccc2)CC1 (stereo not given) | -10 | -27 | 20 | -3 | 7 | 1 | 24 | 13 | -5
32 | C=CCNS(=O)(=O)CC12CCC(CC1=O)C2(C)C (stereo not given) | 1 | 0 | 7 | -3 | 2 | 0 | 16 | 20 | 2
33 | CCOc1ccccc1NC(=O)C1CCN(C(=O)c2cccs2)CC1 | 3 | -1 | 21 | 3 | -2 | 2 | 12 | -5 | -1
34 | CCn1c(NC2CCCCC2)nc2ccccc21 | -6 | -25 | -14 | 5 | -5 | 0 | 20 | 4 | -1
35 | CCOC(=O)C1CCCN(c2c(N3CCOCC3)c(=O)c2=O)C1 (stereo not given) | -1 | 8 | 8 | -6 | -2 | 5 | 18 | -4 | -2
36 | CC(=O)c1ccccc1OCC(O)CN1CCN(C(c2ccccc2)c2ccccc2)CC1 (stereo not given) | -8 | -29 | 22 | -3 | 16 | 2 | 22 | 5 | -6
37 | Cc1onc(-c2ccccc2)c1C(=O)N1CCCN(C(=O)c2c(-c3ccccc3)noc2C)CC1 | 0 | -9 | -15 | -4 | -8 | -2 | 17 | -4 | -3
38 | CCOc1ccc(-n2c(SCC(=O)Nc3ccc(OC)cc3)nc3c(c2=O)SCC3)cc1 | -7 | -24 | -9 | -4 | 6 | 2 | 28 | -8 | -6
39 | O=C(CCC(=O)Nc1cccc([N+](=O)[O-])c1)NCc1ccccc1 | -2 | -17 | 9 | -5 | -5 | 0 | 15 | 2 | -3
40 | COc1ccc(NS(=O)(=O)c2cccc(C(=O)NNC(=O)CNC(=O)c3ccccc3)c2)cc1 | 3 | -5 | 9 | 4 | 10 | 3 | 10 | -27 | 2

# (continued)
entry	molecule	SENP7 block	SENP6 block	NLRP3 yeast inh	HKDC1 inh	Apaf-1 inh
41	CCCc1[nH]nc2c1C1(CCOC1C)C(C#N)=C(N)O2 (stereo not given)	-17	0	14	-4	3
42	Clc1ccc(-[n+]2c(-c3cccc(Br)c3)[nH]c3nc4ccccc4nc32)cc1	-2	0	21	1	12
43	N#Cc1ccc(OCC(=O)NC(=O)NC2CCS(=O)(=O)C2)cc1 (stereo not given)	2	-8	10	1	0
44	CCCCOc1ccc(C(=S)N2CCC(C(N)=O)CC2)cc1	3	0	11	-7	4
45	CCOC(=O)c1cc(C)sc1NC(=S)Nc1ccccc1	9	3	34	5	10
46	COc1ccccc1CCNS(=O)(=O)c1cn(C)nc1C	-11	-5	15	-4	-12
47	CCN(CC)S(=O)(=O)c1cccc(C(=O)N[C@H](C(=O)OCC(=O)NC(=O)NC)C(C)C)c1	1	-3	12	-5	8
48	CN(C)S(=O)(=O)c1cccc(-c2nnc(SCCNCCO)n2-c2ccc(F)cc2)c1	-2	-5	18	-2	9

entry	SENP1 FRET inh	SENP8 block-1	PfGluPho inh	SENP8 block-2
41	3	16	-3	-3
42	-156	-480	11	-8
43	-1	13	-3	1
44	0	12	14	-3
45	2	24	5	-2
46	2	9	-11	-3
47	-2	30	-9	0
48	-1	7	-2	3

# Other compounds:
entry	molecule	SENP7 block	SENP6 block	NLRP3 yeast inh	HKDC1 inh	Apaf-1 inh
49	O=C(C[n+]1ccccc1)N/N=C/c1ccc(Cl)cc1	0	3	9	-3	-14
50	COc1cc(SC)ccc1C(=O)NCCCn1ccnc1	-4	-3	23	-8	3
51	Cc1nc(C)n(CC(C)C(=O)N2CCN(S(=O)(=O)c3ccc(Cl)cc3)CC2)n1 (stereo not given)	1	-4	3	-3	-10
52	Cc1ccc(/C=N/NC(=O)Cn2cnc3c2c(=O)n(C)c(=O)n3C)s1	3	4	-22	-12	-3
53	O=C(N/N=C/c1cccc(OC(=O)c2ccccc2Cl)c1)c1cccnc1	9	8	3	-3	9
54	O=C(c1cc2c(s1)-c1ccccc1OC2)N1CCCC1	7	-11	43	-4	4
55	COc1ccccc1N1CCN(CC(=O)Nc2ccc(C)c(F)c2)CC1	2	-1	25	1	4
56	Cc1cc(NC2C3CC4CC(C3)CC2C4)n2nnnc2n1 (stereo not given)	10	-8	13	-15	-5

entry	SENP1 FRET inh	SENP8 block-1	PfGluPho inh	SENP8 block-2
49	1	3	-1	6
50	-4	7	-17	-7
51	1	21	-23	2
52	4	16	-7	-2
53	2	7	16	-8
54	-4	-446	26	-8
55	-1	7	-19	-3
56	-5	8	-7	3
